NR2F2 inh: NR2F2 transcriptional activity inhibitors, primary screen, cell-based, luciferase reporter, HEK293T, luminescence; AID 686940, 2013; HEK293T NGFI-A luciferase reporter; 370,000 tested, 0.7% active; inhibition, % at 8.6 µM;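 active means inhibition above a per-plate cutoff, mean inhibition of test wells between control levels plus 3 SD, cut at about 38% in these data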;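 further: cells cotransfected with COUP-TFII expression vector driving the NGFI-A reporter; 0% = median of COUP-TF2 test wells and 100% = reporter-only cells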
Target sequence (P24468 whole entry, looked up): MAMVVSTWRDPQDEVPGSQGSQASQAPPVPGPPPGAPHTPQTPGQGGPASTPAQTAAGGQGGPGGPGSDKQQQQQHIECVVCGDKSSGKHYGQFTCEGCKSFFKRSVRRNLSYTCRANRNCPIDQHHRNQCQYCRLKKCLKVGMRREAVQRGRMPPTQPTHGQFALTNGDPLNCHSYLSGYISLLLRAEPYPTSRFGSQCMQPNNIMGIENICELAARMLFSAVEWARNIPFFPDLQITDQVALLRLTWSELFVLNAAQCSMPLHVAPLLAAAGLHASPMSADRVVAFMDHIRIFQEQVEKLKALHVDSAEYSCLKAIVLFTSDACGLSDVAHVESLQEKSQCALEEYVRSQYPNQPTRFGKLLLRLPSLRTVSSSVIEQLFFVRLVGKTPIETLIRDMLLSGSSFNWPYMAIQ
SRC1 inh: SRC1 coactivator transcriptional activity inhibitors, primary screen, cell-based, luminescence; HEK293 GAL4-SRC1 luciferase reporter; inhibition, % at 3.6 µM; AID 588354, 2011; 360,000 tested, 0.12% active; Nuclear receptor coactivator 1 (Homo sapiens), Q15788;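 active means inhibition above the campaign mean plus 3 SD, with each screening campaign given its own cutoff, cut at about 60% in these data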;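 further: 0% = DMSO treated cells and 100% = gossypol at 36 µM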
TWEAK Fn14 block: inhibitors of TWEAK-Fn14 signaling, primary screen, luciferase reporter cells, uHTS | inhibition, % at 10 µM | TWEAK-stimulated Fn14 reporter cells, luciferase luminescence, 8 h | AID 1159606, 2016 | 360,000 tested, 2% active; in the data active means inhibition above about 50%
NR5A2 inv ag: LRH-1 (NR5A2) inverse agonists, primary screen, cell-based, luminescence, HEK293T, StAR-luciferase reporter; Nuclear receptor subfamily 5 group A member 2 (Homo sapiens), O00482; LRH-1 transfected, 24 h; inhibition, % at 3.6 µM; 360,000 tested, 0.13% active; AID 602396, 2012;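 active means inhibition above the mean inhibition of all tested compounds plus 3 SD, cut at about 73% in these data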;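 further: 0% = DMSO wells and 100% = reporter-only cells lacking LRH-1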
TLR9-MyD88 inh: inhibitors of TLR9-MyD88 association in cells, primary screen, cell-based, CHO, BLA complementation, fluorescence; Toll-like receptor 9 (Homo sapiens) + Myeloid differentiation primary response protein …; CCF4 FRET ratio; AID 504734, 2011; 340,000 tested, 0.21% active; inhibition, % at 4.98 µM;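 active means inhibition above the mean over all tested compounds plus 3 SD, cut at about 21% in these data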;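 further: 0% = DMSO only wells and 100% = clavulanate BLA inhibitor control wells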
SRC2 inh: inhibition of GAL4-SRC2 driven luciferase reporter, primary screen, SRC2 inhibitor project, cell-based, luminescence; Nuclear receptor coactivator 2 (Homo sapiens), Q15596; HEK293 GAL4-SRC2 luciferase reporter; inhibition, % at 9 µM; 370,000 tested, 0.17% active;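 active means inhibition above the mean inhibition of all tested compounds plus 3 SD, set per campaign, cut at about 52% in these data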;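 further: 0% = DMSO treated cells and 100% = cells given Gossypol at 36 µM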
EBV LMP1 NFkB: EBV LMP1-driven NF-kappaB luciferase reporter inhibitors, primary screen, cell-based, luminescence, single point. LMP1-induced NF-kappaB luciferase reporter cells. inhibition, % at 12.5 µM. 350,000 tested, 0.69% active; in the data active means inhibition above about 41%;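 further: 0% = neutral control wells and 100% = reference inhibitor control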
C8 TRAIL sens: viability loss with TRAIL in NB7+C8 cells, primary screen, TRAIL sensitizer project, cell-based, ATPlite luminescence. inhibition (viability loss, TRAIL sensitization), % at 10 µM. 360,000 tested, 1% active. AID 624354, 2012;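 active means compounds causing at least 50% loss of cell viability in the single-dose screen, relative to plate controls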
SRC3 inh: SRC3 coactivator transcriptional activity inhibitors, primary screen, cell-based, luminescence | Nuclear receptor coactivator 3 (Homo sapiens), Q9Y6Q9 | HEK293 GAL4-SRC3 luciferase reporter | inhibition, % at 3.6 µM | 360,000 tested, 0.17% active | AID 588352, 2011;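 active means inhibition above a per-campaign cutoff, the mean of all compounds plus 3 SD, cut at about 60% in these data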;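 further: 0% = DMSO-treated cells and 100% = gossypol-treated cells at 36 µM; higher means less SRC3-driven luciferase light from the GAL4 reporter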
NOD2 RIPK2 PPI: NOD2-RIPK2 binding disruptors in cells, primary screen, fluorescence, CHO cells, BLA complementation. Receptor-interacting serine/threonine-protein kinase 2 (Homo sapiens), O43353. CCF4 ratio. inhibition, % at 4.98 µM. 360,000 tested, 0.38% active. AID 624267, 2012; in the data active means inhibition above about 21%;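 further: 0% = vehicle only and 100% = reference blocker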
Target sequence (O43353 whole entry, looked up): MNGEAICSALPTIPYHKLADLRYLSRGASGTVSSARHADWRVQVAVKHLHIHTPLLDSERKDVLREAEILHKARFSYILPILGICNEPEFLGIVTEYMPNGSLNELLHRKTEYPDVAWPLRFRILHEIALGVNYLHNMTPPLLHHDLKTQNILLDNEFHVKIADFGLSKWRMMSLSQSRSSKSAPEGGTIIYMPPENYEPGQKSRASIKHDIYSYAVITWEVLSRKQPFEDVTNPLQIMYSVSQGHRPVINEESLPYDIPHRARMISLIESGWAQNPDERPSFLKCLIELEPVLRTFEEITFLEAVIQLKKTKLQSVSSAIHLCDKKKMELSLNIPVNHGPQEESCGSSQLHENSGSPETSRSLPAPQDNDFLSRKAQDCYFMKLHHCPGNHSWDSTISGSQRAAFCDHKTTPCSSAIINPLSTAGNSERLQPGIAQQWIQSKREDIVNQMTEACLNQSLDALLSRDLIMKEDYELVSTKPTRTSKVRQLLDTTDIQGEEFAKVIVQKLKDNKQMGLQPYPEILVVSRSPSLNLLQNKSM
TROY NFkB inh: inhibitors of TROY-driven NF-kB signaling, primary screen, Q293 LMP1-TROYcd cells, NF-kB luciferase, uHTS; 360,000 tested, 0.98% active; inhibition, % at 10 µM; Q293 LMP1-TROYcd NF-kB luciferase reporter, 4 h;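 active means compounds whose plate-normalised and pattern-corrected inhibition of the luciferase reporter signal at the single screening dose is 50% or more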
* = called active by the depositor; / = no result given. Only part of the results is shown. The share of hits here may be higher or lower than overall.

no.	molecule	NR2F2 inh	SRC1 inh	TWEAK Fn14 block	NR5A2 inv ag	TLR9-MyD88 inh	SRC2 inh	EBV LMP1 NFkB	C8 TRAIL sens	SRC3 inh	NOD2 RIPK2 PPI	TROY NFkB inh
1	O=S(=O)(c1ccc(S(=O)(=O)N(Cc2ccc(F)cc2)C2CCCC2)cc1)N1CCCC1	0	2	2	14	3	-4	10	9	6	-15	18
2	CC(NC(=O)c1c(Cl)cnn1C)C1CCCO1 (stereo unspecified)	-19	-12	-2	-18	-6	-22	-4	-13	10	6	4
3	O=c1nc(SCc2ccccc2Cl)nc(-c2ccc(Cl)cc2)[nH]1	-6	4	-7	10	-12	-19	6	2	7	-6	4
4	CC1CCN(CC(=O)Nc2ccccc2C(=O)c2ccccc2)CC1	5	-15	-9	10	9	-18	-2	3	17	-6	-25
5	O=C(O)CSc1nnc(-c2ccncc2)n1C1CCCCC1	-9	8	-2	-16	-1	-18	-7	0	20	-2	2
6	Cc1cccnc1NC(=O)c1cccc(S(=O)(=O)N2CCCC2)c1	3	-12	-5	-11	2	4	-14	7	-9	-3	17
7	O=C(CSc1nc2ccccc2c(=O)n1-c1ccc(F)cc1F)c1c[nH]c2ccccc12	0	-115	27	-20	9	15	0	0	7	-4	8
8	O=C(Nc1nnc(SCc2ccccc2)s1)c1ccco1	4	-57	7	-33	1	-2	4	-6	-2	-6	-39
9	CCc1ccc(-c2cn(C3CCCCC3)c(=S)[nH]2)cc1	-16	-19	-60	-24	-4	-48	-25	4	-71	-3	4
10	COc1ccc(-c2nnc(SCC(N)=O)n2N)cc1	14	8	-3	-1	0	5	-11	8	5	-1	-7
11	CCn1cc(Cl)c(C(=O)NNC(=O)CCn2ccc([N+](=O)[O-])n2)n1	1	3	-10	11	8	4	10	-12	-1	0	18
12	CCN(CC)CCCn1c(=S)[nH]c2cc(C(=O)OC)ccc2c1=O	-4	-15	1	-29	2	-28	-2	-33	-13	5	-5

Next part:
no.	molecule	NR2F2 inh	SRC1 inh	TWEAK Fn14 block	NR5A2 inv ag	TLR9-MyD88 inh	SRC2 inh	EBV LMP1 NFkB	C8 TRAIL sens	SRC3 inh	NOD2 RIPK2 PPI	TROY NFkB inh
13	O=C(O)/C=C/C(=O)Nc1ccc(NC(=O)c2ccccc2)c(Cl)c1	-2	-9	-38	-63	-6	7	-9	-6	7	-7	-40
14	COc1ccccc1C(=O)NC(=S)Nc1ccc(S(=O)(=O)N2CCN(C)CC2)cc1	11	19	15	13	10	24	-6	1	10	0	9
15	O=C([C@H]1O[C@@H](n2ccc(=O)[nH]c2=O)[C@H](O)[C@@H]1O)N1CCN(c2ccc(Cl)cn2)CC1	13	9	3	4	/	-18	/	-10	8	-4	6
16	CCOc1nc(C)cc(C)c1S(=O)(=O)c1cccc(Cl)c1	10	11	2	-11	-4	11	1	-9	3	0	-21
17	O=C1ON=C(c2ccccc2)/C1=C/c1ccc(OS(=O)(=O)c2ccccc2)cc1	-15	-30	18	-1	-3	7	2	8	1	-6	-33
18	O=C(Cc1cn2ccsc2n1)NCCc1ccc(F)cc1	0	0	1	-21	-1	1	-7	-9	-24	-1	-4
19	CC(=O)c1ccc(OCc2cc(C(=O)NCCn3nc(C)cc3C)no2)cc1	-12	-31	-12	-22	-2	-49	-32	-25	-14	-19	-49
20	COc1ccc(OC)c(S(=O)(=O)n2cnc3cc(C)c(C)cc32)c1	0	4	23	2	-4	4	-9	-16	2	5	10
21	Cc1cc(OC(C)C(=O)NCCN2CCOCC2)c2c(C)c(C)c(=O)oc2c1 (stereo unspecified)	3	-9	-4	14	5	-8	1	5	-6	-4	-6
22	COc1ccc(CC(=O)OCC(=O)N2N=C(c3ccccc3)CC2c2ccc(OC)cc2)cc1 (stereo unspecified)	6	-18	-2	6	-6	-24	3	4	-5	7	-25
23	Cc1cc(C)n2nc(SCc3nnc(SCc4ccccc4Cl)s3)nc2n1	3	5	1	-8	-4	8	3	0	-7	-3	-11
24	COc1ccc(CN2CCC(=O)N([C@H](CO)CC(C)C)CC2)cc1OC	3	-72	7	-14	5	-9	8	-12	-2	-11	1

Other results follow:
no.	molecule	NR2F2 inh	SRC1 inh	TWEAK Fn14 block	NR5A2 inv ag	TLR9-MyD88 inh	SRC2 inh	EBV LMP1 NFkB	C8 TRAIL sens	SRC3 inh	NOD2 RIPK2 PPI	TROY NFkB inh
25	CC(=C/C(=O)O)/C=C/c1ccc([N+](=O)[O-])cc1	13	4	35	10	-7	-2	4	-2	4	-9	-32
26	Cn1nnc2c[n+](CC(=O)c3ccc4ccccc4c3)cc(Br)c21	-3	4	12	16	9	22	0	20	21	15	22
27	O=C(CNC(=O)c1cccs1)OCc1ccc(Br)cc1	-7	-4	0	7	3	6	10	5	4	-1	0
28	Cc1ccc([N+](=O)[O-])c2cccnc12	-5	12	-5	-8	1	2	0	-7	-10	2	-30
29	COc1nc(Cl)cn(-c2ccc(C)cc2)c1=O	4	-18	15	-5	5	-3	6	14	10	4	-4
30	COc1ccc(CCNC(=O)CCn2c(=O)c3cccn3c3ccc(F)cc32)c(OC)c1OC	-4	-11	-8	-22	-12	-13	6	4	-16	1	-17
31	O=C(CCC1CCCN(C(=O)CCC(F)(F)F)C1)NCc1ccc(F)c(F)c1 (stereo unspecified)	7	1	-17	0	-6	-13	-2	27	-4	6	-41
32	Cc1cc(Cl)c(S(=O)(=O)N2CCCCCC2)cc1OCC(N)=O	-4	-11	5	-5	-6	0	1	0	8	4	34
33	Cc1ccc(CNC(=O)CCNS(=O)(=O)c2cccc3nonc23)cc1	-11	-4	5	-5	-3	13	8	2	3	-8	-23
34	C/C(=N\NC(=O)c1ccc(CSc2nncn2C)cc1)c1cccs1	-30	-61	-16	0	-2	-63	-1	19	-40	-3	-2
35	COc1ccc(CNC(=O)CN(C)S(=O)(=O)c2ccc(Br)s2)cc1	-15	-3	12	-4	-1	-15	0	-5	-8	2	-14
36	Cc1ccc(S(=O)(=O)N2CCOCC2)cc1NC(=O)COC(=O)c1ccc(Br)o1	14	-15	5	2	-3	-25	1	-10	5	-2	7

Part of the list above in order of formula weight, high to low.
no.	molecule	NR2F2 inh	SRC1 inh	TWEAK Fn14 block	NR5A2 inv ag	TLR9-MyD88 inh	SRC2 inh	EBV LMP1 NFkB	C8 TRAIL sens	SRC3 inh	NOD2 RIPK2 PPI	TROY NFkB inh
22	COc1ccc(CC(=O)OCC(=O)N2N=C(c3ccccc3)CC2c2ccc(OC)cc2)cc1 (stereo unspecified)	6	-18	-2	6	-6	-24	3	4	-5	7	-25
7	O=C(CSc1nc2ccccc2c(=O)n1-c1ccc(F)cc1F)c1c[nH]c2ccccc12	0	-115	27	-20	9	15	0	0	7	-4	8
32	Cc1cc(Cl)c(S(=O)(=O)N2CCCCCC2)cc1OCC(N)=O	-4	-11	5	-5	-6	0	1	0	8	4	34
6	Cc1cccnc1NC(=O)c1cccc(S(=O)(=O)N2CCCC2)c1	3	-12	-5	-11	2	4	-14	7	-9	-3	17
4	CC1CCN(CC(=O)Nc2ccccc2C(=O)c2ccccc2)CC1	5	-15	-9	10	9	-18	-2	3	17	-6	-25
16	CCOc1nc(C)cc(C)c1S(=O)(=O)c1cccc(Cl)c1	10	11	2	-11	-4	11	1	-9	3	0	-21
5	O=C(O)CSc1nnc(-c2ccncc2)n1C1CCCCC1	-9	8	-2	-16	-1	-18	-7	0	20	-2	2
8	O=C(Nc1nnc(SCc2ccccc2)s1)c1ccco1	4	-57	7	-33	1	-2	4	-6	-2	-6	-39
18	O=C(Cc1cn2ccsc2n1)NCCc1ccc(F)cc1	0	0	1	-21	-1	1	-7	-9	-24	-1	-4
29	COc1nc(Cl)cn(-c2ccc(C)cc2)c1=O	4	-18	15	-5	5	-3	6	14	10	4	-4
28	Cc1ccc([N+](=O)[O-])c2cccnc12	-5	12	-5	-8	1	2	0	-7	-10	2	-30

Additional records follow:
no.	molecule	NR2F2 inh	SRC1 inh	TWEAK Fn14 block	NR5A2 inv ag	TLR9-MyD88 inh	SRC2 inh	EBV LMP1 NFkB	C8 TRAIL sens	SRC3 inh	NOD2 RIPK2 PPI	TROY NFkB inh
37	Cc1cc(=O)oc2cc(OC(C)C(=O)NC3CCN(Cc4ccccc4)CC3)ccc12 (stereo unspecified)	-9	3	8	-2	-11	13	-2	-22	-10	-1	28
38	CCOC(=O)C1(CCc2ccccc2)CCN(C2Cc3ccccc3C2)CC1	21	1	-22	9	-6	12	2	21	5	-7	-31
39	O=C(C[n+]1ccccc1)Nc1ccccc1Br	14	-9	17	11	/	-16	-4	7	8	-1	-3
40	CCCCNC(=O)C1c2ccccc2OCC(=O)N1Cc1ccco1 (stereo unspecified)	11	/	-15	11	/	-10	/	-7	/	-11	-8
41	O=C(NC(=S)NNC(=O)c1ccco1)c1ccccc1	-4	0	-8	0	-1	-22	-3	-16	-12	4	-54
42	COCCN(CC(=O)Nc1cccc(C)c1C)C(=O)c1ccc(S(=O)(=O)N2CCOCC2)cc1	-8	-17	7	15	4	9	9	8	18	-3	-14
43	O=C(CSc1ccccc1)Nc1ccc2sccc2c1	-31	-41	-54	-50	-7	-19	-16	6	-35	-6	-42
44	CCOc1ccc(NC(=O)c2cccnc2Cl)c([N+](=O)[O-])c1	-15	1	-12	3	7	-22	-16	-2	8	-4	3
45	COc1ccc(NC(=O)C[C@H]2C(=O)N(CCc3ccccc3)C[C@@H]2Cc2ccccc2)cc1	-10	-13	-29	0	-1	12	-1	18	-34	3	-12
46	C=CCN1C(=O)C(Cc2ccc(OC)cc2)S/C1=N\N=C\c1cccs1 (stereo unspecified)	4	-10	-16	3	-1	-5	-3	-2	6	-5	0
47	O=C(CSc1ccc([N+](=O)[O-])cc1)OCC(=O)N1CCCC1=O	-4	15	8	23	0	6	3	-1	5	0	-3
48	NC(N)=NS(=O)(=O)c1ccc(NC(=S)NC(=O)c2ccc(Br)cc2)cc1	-24	-21	4	-6	-1	-1	1	-6	10	1	2
49	CCCCNC(=S)NNC(=O)c1csc(C(C)C)c1	-39	-29	-32	-78	-9	-48	-12	5	-29	5	-52
50	Nc1cccc(S(=O)(=O)c2ccc(N)c(N)c2)c1	3	4	-14	4	8	-5	-3	1	17	2	5

Source: PubChem (several laboratories)
